KCNQ1 block: blocks the human KCNQ1 potassium channel | CHO-K1 KCNQ1, FluxOR thallium flux fluorescence; hits give high values | B-score at 10 µM | 310,000 tested, 1.3% active;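 active means compounds whose thallium flux B-score, printed positive for inhibition, exceeds three library SD while starting fluorescence stays within three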;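 further: channel opened by potassium depolarization with thallium stimulus after 20 min compound exposure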
KCNK3 inh: human KCNK3 channel inhibition, primary screen; B-score at 10 µM; O14649; CHO-KCNK3 thallium flux, FluxOR fluorescence; hits give low values; 340,000 tested, 0.84% active;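 active means B-score under library mean minus 4 SD, starting fluorescence ratio at most library mean plus 5 SD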;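 further: more negative B-score means stronger inhibition of thallium flux through KCNK3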
DYRK1A inh: blocks rat Dyrk1A kinase activity; Q63470; ADP-Glo luminescence, NFATc1 peptide; inhibition, % at 12.5 µM; 310,000 tested, 0.43% active; AID 504441; in the data active means inhibition above about 50%;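 further: plate controls were vehicle with enzyme for no effect and no enzyme for full effect; many of its hits are not listed in these tables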
PolyA inh: blocks polyadenylation in yeast reporter cells. 300,000 tested, 0.02% active. calls only at 12 µM. S. cerevisiae SKY197-pL101 polyadenylation reporter, beta-gal luminescence; efflux-impaired pdr1/pdr3 knockout yeast; score 100 = 6 SD above DMSO;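 active means lowest replicate activity score at least 50, where 100 means six control SD above control mean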;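 further: yeast exposed to compound for 9 h at 30 °C; higher score means more reporter readthrough which indicates perturbed polyadenylation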
KCNK9 inh: blocks the human KCNK9 two-pore domain potassium channel | AID 488922 | HEK293 KCNK9, FluxOR thallium flux fluorescence; hits give low values | Q9NPC2 | 310,000 tested, 1.2% active | B-score at 10 µM;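 active means ratio B-score over 3 SD below the library mean, with starting fluorescence within 5 SD of its mean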;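 further: negative B-score means less thallium flux so channel inhibition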
GSK3 alpha inh: blocks human GSK-3 alpha kinase | ADP-Glo luminescence, 60 min | P49840 | 320,000 tested, 0.1% active | inhibition, % at 10 µM;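 in the data active means inhibition above about 50%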;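 further: GST-tagged GSK-3 alpha with peptide substrate and 25 µM ATP; 0% = DMSO neutral wells and 100% = GW8510 positive control wells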
RGS4 block: human RGS4 inhibition; P49798; HEK293 M3R/RGS4 inducible, Fluo-4 calcium flux; hits give high values; triggered by carbachol at its EC20; B-score at 10 µM; 310,000 tested, 0.45% active; AID 463165;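 active means B-score, a plate-corrected calcium signal, over three deviations above library mean, with baseline fluorescence within five deviations of library mean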;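 further: RGS4 expression induced by doxycycline in cells with stable M3 receptor; B-score is computed from the integrated fluorescence ratio over baseline after carbachol; higher B-score means a larger calcium signal and so more RGS4 inhibition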
GSK3beta inhib: inhibitors of human GSK3beta kinase; 300,000 tested, 0.038% active; activity score (negative = inhibition), % at 10 µM; AID 2097; P49841; GST-GSK3beta kinase, ADP-Glo luminescence, 60 min; hits give low values;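 active means more than half of replicate wells score below -50%, meaning over 50% inhibition versus plate controls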;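 further: 0% = median DMSO wells and -100% = median GW8510 positive control wells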
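Assay system: GST-fused GSK3beta enzyme, cell-free / Medium: Tris pH 7.5 buffer with MgCl2, DTT, BSA, heparin / Also added: peptide substrate plus 25 µM ATP (final) / Compound: 10 µM single point / Timing: kinase reaction with compound 60 min at room temperature / Detection: ADP-Glo luminescence / Benchmarks: DMSO neutral wells and GW8510 at 20 µM as positive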
KCNQ1 act: human KCNQ1 channel potentiation or activation; P51787; CHO-K1 KCNQ1, thallium flux FluxOR fluorescence; hits give high values; B-score at 10 µM; 310,000 tested, 0.35% active;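 active means fluorescence ratio B-score, a plate-corrected score, at least three library SD, with initial intensity B-score within 5 SD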
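Assay system: CHO-K1 cells stably expressing KCNQ1. Medium: assay buffer for compound exposure, DMSO matched across wells. Timing: 37 °C overnight plating, 90-min dark dye load, 20-min compound pretreatment. Signal: kinetic FluxOR fluorescence, 10 s baseline plus 110 s post-stimulus.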
hERG rescue: compounds protecting human hERG from proarrhythmic drug block | Q12809 | CHO-hERG, FluxOR thallium flux, dofetilide IC70 present | activation (rescue from dofetilide block), less the hit threshold, % at 10 µM | 310,000 tested, 0.51% active | AID 1511;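 active means activation above the mean of controls blocked by dofetilide plus 5 SD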;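 further: thallium influx through hERG after potassium depolarization seen as dye fluorescence rise; in these data hits start at about 4.7%; inactives centre near -7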
Target sequence (Q12809 whole entry, looked up): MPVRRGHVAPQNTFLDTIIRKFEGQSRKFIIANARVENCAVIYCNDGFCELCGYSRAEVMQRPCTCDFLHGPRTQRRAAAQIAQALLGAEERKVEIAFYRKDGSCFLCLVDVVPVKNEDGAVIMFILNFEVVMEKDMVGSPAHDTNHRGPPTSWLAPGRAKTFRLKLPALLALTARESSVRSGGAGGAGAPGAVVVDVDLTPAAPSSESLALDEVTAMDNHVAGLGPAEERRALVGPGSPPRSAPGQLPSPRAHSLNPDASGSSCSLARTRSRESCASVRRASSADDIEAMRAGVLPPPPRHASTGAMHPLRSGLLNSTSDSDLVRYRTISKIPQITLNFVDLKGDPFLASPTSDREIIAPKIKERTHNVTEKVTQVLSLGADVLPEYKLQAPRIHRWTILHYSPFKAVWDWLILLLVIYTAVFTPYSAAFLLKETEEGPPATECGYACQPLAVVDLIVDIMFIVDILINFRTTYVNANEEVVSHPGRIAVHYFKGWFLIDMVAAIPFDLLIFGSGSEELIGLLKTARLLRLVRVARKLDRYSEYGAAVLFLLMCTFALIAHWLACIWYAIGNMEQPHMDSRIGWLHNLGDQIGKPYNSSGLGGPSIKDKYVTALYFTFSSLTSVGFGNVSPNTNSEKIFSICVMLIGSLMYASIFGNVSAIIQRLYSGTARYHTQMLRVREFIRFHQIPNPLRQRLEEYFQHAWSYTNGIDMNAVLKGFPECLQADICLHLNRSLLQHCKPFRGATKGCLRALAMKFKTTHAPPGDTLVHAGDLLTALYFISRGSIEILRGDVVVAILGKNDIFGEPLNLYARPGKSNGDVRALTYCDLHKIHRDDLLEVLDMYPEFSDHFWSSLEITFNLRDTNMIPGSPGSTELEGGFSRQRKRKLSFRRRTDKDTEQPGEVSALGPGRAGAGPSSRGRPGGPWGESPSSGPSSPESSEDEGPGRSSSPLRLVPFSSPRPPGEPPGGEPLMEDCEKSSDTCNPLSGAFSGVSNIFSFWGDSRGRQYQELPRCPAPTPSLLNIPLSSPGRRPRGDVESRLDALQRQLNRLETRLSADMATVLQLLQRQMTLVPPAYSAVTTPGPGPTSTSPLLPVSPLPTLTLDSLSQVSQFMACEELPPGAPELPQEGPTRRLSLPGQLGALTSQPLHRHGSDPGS
RGS4 pot: RGS4 potentiation or activation; B-score at 10 µM; HEK293 M3R/inducible RGS4, carbachol calcium flux Fluo4; hits give low values; 310,000 tested, 0.92% active;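 active means B-score of the integrated calcium signal more than 4 SD below the library mean, with starting fluorescence not abnormally high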;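 further: negative B-score means reduced calcium response which marks RGS4 activation or potentiation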
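System: HEK293 FlpIn-TREx cells, stable M3R, doxycycline-inducible RGS4. Timing: overnight RGS4 induction, 30 min dye load 37 °C, 20 min compound RT. Also added: carbachol, ECmax concentration. Measured by: Fluo4 fluorescence kinetic imaging of calcium. Evaluation: integrated calcium ratio converted to B score.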
* hit, by the source's call; i = inactive; nt = no result given. An excerpt; count on the stated rates, not on these rows.

SMILES	KCNQ1 block	KCNK3 inh	DYRK1A inh	PolyA inh	KCNK9 inh	GSK3 alpha inh	RGS4 block	GSK3beta inhib	KCNQ1 act	hERG rescue	RGS4 pot
O=C(Cn1c(CCCO)nc2ccccc21)Nc1ccccc1-c1ccccc1	i	i	-1.5	i	i	-0.5	i	nt	i	-10.8	i
CN(C)c1ccc(/C=C2\SC(=O)N(CC(O)Cn3c4ccccc4c4ccccc43)C2=O)cc1 (stereo not given)	i	i	-2.9	i	i	-1.1	i	1.5	i	-9.9	i
CC1=C(C(=O)OC2CCCCCCC2)C(c2ccc(O)cc2)NC(=O)N1 (stereo not given)	i	i	-2.3	i	i	3.4	i	2.8	i	-11.8	i
O=C(CSc1ccc(-c2cccnc2)nn1)Nc1ccc(Br)cc1	i	i	-3.4	i	i	-1.1	i	0.6	i	-1.4	i
CC(C)Cn1nc(NC(=O)c2cccs2)c2cc3ccccc3nc21	i	i	14.4	i	-7*	-7.9	i	-8.1	i	-8.2	i
C/C(=N\OC(=O)Nc1ccc(Cl)cc1)c1ncc(C(F)(F)F)cc1N1CCOCC1	i	i	0.0	i	i	-0.8	i	3.2	i	-15.7	i
O=C(COC(=O)c1cccs1)Nc1ccc(S(=O)(=O)N2CCOCC2)cc1	i	i	-5.9	i	i	-0.8	i	1.8	i	1.3	i
Cc1cc(C)cc(OCC(=O)O/N=C(\N)Cc2ccc([N+](=O)[O-])cc2)c1	i	i	nt	i	i	2.0	i	-4.5	i	-5.6	-7.82*
CCOc1ccc(NC(=O)CSc2nnc(C)n2CC2CCCO2)cc1 (stereo not given)	i	i	-1.7	i	i	1.9	i	-0.9	i	-5.8	i
Cc1nn(CC(=O)NCc2ccccc2)c(=O)c2ccccc12	i	i	1.3	i	i	-3.4	i	-0.2	i	-11.5	i
CC(=O)Nc1ccc(-n2c(=O)c3ccccc3c3ccccc3c2=O)cc1	i	i	12.6	i	i	-1.1	i	-0.5	i	-3.7	i
O=C(CCc1ccccc1)NNC(=O)COc1ccccc1Cl	i	i	15.2	i	i	0.8	i	-0.3	i	-6.3	i
CC1CCN(c2c(NCC3CCC(C(=O)NCCCc4ccccc4)CC3)c(=O)c2=O)CC1 (stereo not given)	i	nt	nt	i	i	-0.3	6.42*	1.2	i	-8.3	i
O=C(CN1CCS(=O)(=O)CC1)N/N=C/c1cccc(C(F)(F)F)c1	i	i	-1.6	i	i	0.2	i	1.2	i	-2.6	i
COC(CNC(=O)c1cn(C)c2ccc(S(=O)(=O)N3CCOCC3)cc2c1=O)OC	i	i	nt	i	i	-0.9	i	-0.3	i	-8.4	i

Four of the compounds above, as labelled records:
> CCOc1ccc(NC(=O)CSc2nnc(C)n2CC2CCCO2)cc1 (stereo not given)
  KCNQ1 block = i
  KCNK3 inh = i
  DYRK1A inh = -1.7
  PolyA inh = i
  KCNK9 inh = i
  GSK3 alpha inh = 1.9
  RGS4 block = i
  GSK3beta inhib = -0.9
  KCNQ1 act = i
  hERG rescue = -5.8
  RGS4 pot = i
> Cc1nn(CC(=O)NCc2ccccc2)c(=O)c2ccccc12
  KCNQ1 block = i
  KCNK3 inh = i
  DYRK1A inh = 1.3
  PolyA inh = i
  KCNK9 inh = i
  GSK3 alpha inh = -3.4
  RGS4 block = i
  GSK3beta inhib = -0.2
  KCNQ1 act = i
  hERG rescue = -11.5
  RGS4 pot = i
> CC(=O)Nc1ccc(-n2c(=O)c3ccccc3c3ccccc3c2=O)cc1
  KCNQ1 block = i
  KCNK3 inh = i
  DYRK1A inh = 12.6
  PolyA inh = i
  KCNK9 inh = i
  GSK3 alpha inh = -1.1
  RGS4 block = i
  GSK3beta inhib = -0.5
  KCNQ1 act = i
  hERG rescue = -3.7
  RGS4 pot = i
> O=C(CCc1ccccc1)NNC(=O)COc1ccccc1Cl
  KCNQ1 block = i
  KCNK3 inh = i
  DYRK1A inh = 15.2
  PolyA inh = i
  KCNK9 inh = i
  GSK3 alpha inh = 0.8
  RGS4 block = i
  GSK3beta inhib = -0.3
  KCNQ1 act = i
  hERG rescue = -6.3
  RGS4 pot = i

Remaining list, next part.
SMILES	KCNQ1 block	KCNK3 inh	DYRK1A inh	PolyA inh	KCNK9 inh	GSK3 alpha inh	RGS4 block	GSK3beta inhib	KCNQ1 act	hERG rescue	RGS4 pot
Cc1ccc(NC(=O)C2Cc3ccccc3C(=O)O2)cc1 (stereo not given)	i	i	1.0	nt	i	-1.3	i	1.8	i	-4.1	i
CC(C)(C)OC(=O)N1CCC(CC2CC(c3ccccc3)=NO2)(C(=O)O)CC1 (stereo not given)	i	i	14.4	i	i	-8.7	i	-0.5	i	-4.0	i
C/C(N)=C(/C#N)C(=O)COC(=O)c1ccncc1	i	i	4.2	i	i	2.4	i	-0.1	i	-4.7	i
O=C(O)c1ccc(N/N=C/c2ccc(F)c(F)c2)cc1	i	i	-3.1	i	i	0.2	i	-1.8	i	-6.3	i
Cc1nn(-c2ccccc2)c(C)c1NC(=O)COc1ccc(F)cc1Cl	i	i	-9.3	i	i	-0.6	i	-2.6	i	-6.5	i
O=C(O)/C=C/C(=O)Nc1cccc(C(F)(F)F)c1	i	i	-1.3	i	i	-1.3	i	5.0	i	-12.8	i
CCCC[n+]1ccn(C2=C([O-])c3ccccc3C(=O)/C2=N\S(=O)(=O)c2ccc(Cl)cc2)c1	i	i	nt	i	i	-2.3	i	-10.7	i	-5.9	i
C=CCN(Cc1ccc(OC)c(OC)c1)C(=O)N1CCOCC1	i	i	-0.2	i	i	-1.0	i	-2.2	i	-4.1	i
O=C(Cn1cnc2c(oc3nc4c(cc32)CCCC4)c1=O)Nc1cccc(Cl)c1	i	i	nt	i	i	1.7	i	-1.3	i	-10.0	i
CCOc1ncccc1C(=O)OCC(=O)Nc1ccc(S(=O)(=O)N2CCOCC2)cc1	i	i	-2.9	i	i	-5.6	i	-2.0	i	-6.5	i
COCCNC(=O)CCCn1c(=O)c2cc(OC)c(OC)cc2n(CC(=O)c2ccccc2)c1=O	i	i	-5.3	i	i	-0.9	i	-3.7	i	-10.9	i
CN1/C(=C/C2CC(=O)N(c3ccc([N+](=O)[O-])cc3)C2=O)C(C)(C)c2ccccc21 (stereo not given)	i	i	-3.0	i	i	-1.9	i	3.9	i	-15.9	i
Cc1ccccc1N(C)S(=O)(=O)c1nnc(NC(=O)c2ccco2)s1	i	i	-8.0	i	i	-3.4	i	4.6	i	-11.9	i
Cc1ccc(C(=O)NCCS(=O)(=O)N2CCN(c3ccccc3F)CC2)cc1[N+](=O)[O-]	i	i	-3.1	i	i	-1.9	i	1.0	i	-6.0	i
Cc1[nH]c(=O)[nH]c(=O)c1S(=O)(=O)N1CCCC(C(=O)N2CCN(c3ccccc3Cl)CC2)C1 (stereo not given)	i	i	5.2	i	i	-1.7	i	0.2	i	-14.4	i
CN(Cc1ccccc1)c1nc2c(c(=O)n(C)c(=O)n2C)n1CCCc1ccccc1	i	i	3.8	i	i	0.2	i	0.7	i	-6.9	-8.49*
CC(NC(=O)CN(C)Cc1cccs1)c1ccccc1 (stereo not given)	i	i	-3.3	i	i	-1.3	i	0.3	i	-9.7	i
O=C(NC1CCCCC1)C1CCCN1S(=O)(=O)c1ccc(Cl)cc1 (stereo not given)	i	i	-5.2	i	i	-0.9	i	-4.7	i	-6.1	i
COc1ccc(-n2c(COc3cccc(C)c3)nnc2SCC(=O)O)cc1	i	i	-5.9	i	i	-3.8	i	-1.1	i	-4.5	i
O=C(O)c1cc2n(n1)C(C(F)(F)F)CC(C1CC1)N2 (stereo not given)	i	i	-1.1	i	i	2.8	i	3.1	i	-3.5	i
Cc1nc2sccn2c(=O)c1CCN1CCC(=C(c2ccccc2)c2ccc(F)cc2)CC1	i	nt	nt	i	i	-1.4	i	2.0	i	-22.8	i
COc1cccc(/C=C2\SC(=O)N(CCC(=O)NCCCn3ccnc3)C2=O)c1	i	i	0.4	i	i	0.6	i	-1.0	i	-5.6	i
O=C(NCCCc1ccccc1)C1CCC(=O)N(CCc2ccc(Cl)cc2)C1 (stereo not given)	i	i	-1.4	i	i	-0.1	i	0.4	i	-8.2	i
CCOc1ccc(S(=O)(=O)N(CC(N)=O)c2ccc(C)cc2)cc1	i	i	-0.9	i	i	-0.8	i	2.1	i	-2.9	i
CCOC(=O)CNC(=O)Cn1cnc2c(nnn2-c2cccc(Cl)c2)c1=O	i	i	-7.8	i	i	-1.9	i	-1.1	i	-6.7	i
CCOc1ccc(-c2cn(-c3ccccc3OC)c(=S)[nH]2)cc1	i	i	-2.0	i	i	-1.2	i	0.8	i	-10.8	i
COC(=O)c1ccc[n+](CC(=O)Nc2ccc(OC(F)F)cc2)c1	i	i	-0.5	i	i	-0.5	i	0.5	i	-3.5	i
O=C(COC(=O)c1cccs1)Nc1cccc(S(=O)(=O)N2CCOCC2)c1	i	i	1.8	i	i	2.5	i	1.0	i	-6.9	i
COc1cccc(-c2c(C(=O)N/N=C(\C)COc3ccccc3)nnn2-c2nonc2N)c1	i	i	-2.3	i	i	nt	i	1.0	i	-7.8	i
COc1ccc(S(=O)(=O)NCC(=O)N(CC(=O)NCC2CCCO2)Cc2ccc(F)cc2)cc1 (stereo not given)	i	i	5.6	i	i	4.5	i	-2.5	i	-3.0	i
COCC(=O)Nc1nnc(CCc2ccccc2)s1	i	i	6.3	i	i	-0.1	i	0.5	i	-8.4	i
Cc1cc(C)c(C#N)c(OCc2ccc(Cl)nc2)n1	i	i	1.3	i	i	0.1	i	1.8	i	-12.1	i
CC1CCN(C(=O)C(Cc2ccccc2)n2cccc2)CC1 (stereo not given)	i	i	0.1	i	i	-1.2	i	-2.1	i	-12.1	i
CN1CCN(C(=S)Nc2cccc(C(F)(F)F)c2)CC1	i	i	0.8	i	i	-1.6	i	-0.6	i	-4.2	i
O=C(O)CCC(=O)NNC(=O)COc1ccc(Cl)cc1Cl	i	i	-0.6	i	i	-2.5	i	-0.6	i	-5.3	i
COc1cc(NCCCCCCCN)c2ncccc2c1	i	i	2.5	i	i	12.3	i	-18.2	i	-12.5	i
COc1ccc(NC2=C(C(C)=O)C(c3ccc4c(c3)OCO4)C(C(C)=O)C(C)(O)C2)cc1 (stereo not given)	i	i	-3.3	i	i	8.9	i	-3.0	i	-4.1	i

Source: PubChem BioAssay
